Screening results deposited in PubChem BioAssay by several laboratories.
RGS4-Gao reg: human RGS4-Galphao interaction regulation; P09471; Multiplexed bead flow cytometry, RGS4-Galphao binding; actives lie on both sides; binding response (% of control), % at 10 µM; 220,000 compounds, 0.33% hits; AID 1415; in the data active = binding response below about 49% or above about 150%; inactive = in between;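 note: fluorescent Galphao activated with aluminum fluoride binding bead-coupled RGS4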
Bim-Bcl-B: inhibitors of Bim-Bcl-B interaction, human. bead-based flow cytometry, Bim peptide-Bcl-B binding. inhibition, % at 10 µM. AID 951. 190,000 compounds, 0.073% hits;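 note: 0% = tracer peptide without compound and 100% = reference inhibitor peptide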
Target sequence (Q9HD36 whole entry, looked up): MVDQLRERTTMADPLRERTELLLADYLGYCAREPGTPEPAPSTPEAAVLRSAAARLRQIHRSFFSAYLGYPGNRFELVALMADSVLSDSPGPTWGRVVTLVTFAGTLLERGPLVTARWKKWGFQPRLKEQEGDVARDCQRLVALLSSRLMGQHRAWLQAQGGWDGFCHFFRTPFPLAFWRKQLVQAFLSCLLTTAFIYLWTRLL
Mcl1 Noxa PPI: Mcl-1/Noxa interaction inhibition | TR-FRET Mcl-1/Noxa peptide binding, 2 h | inhibition, % at 21.7 µM | 220,000 compounds, 1.5% hits;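 active = compounds that cut the protein-peptide binding signal by more than 50% relative to plate controls in a single-dose test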;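 note: His-tagged Mcl-1 with rhodamine Noxa BH3 peptide and terbium anti-His antibody; 0% = Mcl-1 plus Noxa peptide wells and 100% = peptide-only wells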
Target sequence (Q07820 whole entry, looked up): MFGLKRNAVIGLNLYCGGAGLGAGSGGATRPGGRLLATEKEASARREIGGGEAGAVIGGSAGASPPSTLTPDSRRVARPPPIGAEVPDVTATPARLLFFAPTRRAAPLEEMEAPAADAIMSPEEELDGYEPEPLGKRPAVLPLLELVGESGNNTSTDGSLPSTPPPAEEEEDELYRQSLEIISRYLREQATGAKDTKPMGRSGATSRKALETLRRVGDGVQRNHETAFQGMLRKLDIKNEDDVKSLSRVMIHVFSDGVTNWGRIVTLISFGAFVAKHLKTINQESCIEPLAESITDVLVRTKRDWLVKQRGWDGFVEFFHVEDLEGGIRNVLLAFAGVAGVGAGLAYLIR
Bcl-W Bim block: disrupts Bim peptide binding to human Bcl-W. Q92843. bead-based flow cytometry. inhibition, % at 10 µM. 190,000 compounds, 0.02% hits. AID 952;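 note: 0% = bound tracer without compound and 100% = peptide blocker; higher means less fluorescent Bim peptide bound to Bcl-W beads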
Target sequence (Q92843 whole entry, looked up): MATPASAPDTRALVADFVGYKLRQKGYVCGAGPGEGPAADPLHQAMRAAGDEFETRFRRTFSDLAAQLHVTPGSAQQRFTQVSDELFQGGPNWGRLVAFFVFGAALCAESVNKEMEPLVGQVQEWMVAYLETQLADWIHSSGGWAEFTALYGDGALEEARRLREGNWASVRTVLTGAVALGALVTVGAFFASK
Bim-Bcl-2: inhibitors of Bim-Bcl-2 interaction, human. Bead-based flow cytometry, Bim peptide-Bcl-2 binding. inhibition, % at 10 µM. 190,000 compounds, 0.06% hits. AID 950; in the data active = inhibition above about 40%; inconclusive = no clear call, values can overlap the other calls;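 note: 0% = no compound wells with probe peptide and 100% = reference peptide inhibitor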
RGS7-Gao reg: human RGS7-Galphao interaction regulation; P09471; AID 1439; 220,000 compounds, 0.35% hits; Multiplexed bead flow cytometry, RGS7-Galphao binding; actives lie on both sides; binding response (% of control), % at 10 µM; in the data active = binding response below about 49% or above about 150%; inconclusive = no clear call, values can overlap the other calls; inactive = in between;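 note: fluorescent Galphao held in activated GDP-AlF4 state binding bead-coupled RGS7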
Mcl1-Bid inh: disrupts binding of human Mcl-1 to Bid peptide | inhibition, % at 21.7 µM | 220,000 compounds, 0.97% hits | AID 1021 | TR-FRET Mcl-1/Bid-Dy647 peptide binding, 1536-well;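 active = compounds that cut the binding signal by more than half at the single screening dose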;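 note: His-tagged Mcl-1 with europium anti-His antibody binding Bid BH3 peptide; 0% = Mcl-1 plus peptide wells and 100% = peptide-only wells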
Bim-Mcl-1: human Bim-Mcl-1 interaction inhibition | Bead-based flow cytometry, Bim peptide-Mcl-1 binding | AID 1009 | inhibition, % at 10 µM | 190,000 compounds, 0.1% hits | Q07820;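 note: 0% = no compound tracer wells and 100% = peptide blocker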
Bim-Bcl-XL: inhibitors of Bim-Bcl-XL interaction, human; Q07817; Bim peptide-Bcl-XL binding, bead flow cytometry, fluorescence; inhibition, % at 10 µM; 190,000 compounds, 0.04% hits
Target sequence (Q07817 whole entry, looked up): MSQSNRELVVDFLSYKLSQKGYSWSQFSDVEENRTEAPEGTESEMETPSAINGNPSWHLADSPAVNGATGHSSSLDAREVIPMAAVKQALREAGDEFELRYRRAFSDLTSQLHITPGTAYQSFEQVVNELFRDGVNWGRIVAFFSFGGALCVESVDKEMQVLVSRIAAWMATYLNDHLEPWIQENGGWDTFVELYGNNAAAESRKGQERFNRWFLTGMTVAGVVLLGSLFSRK
Bfl-1 Bim block: inhibitors of Bim-Bfl-1 interaction, human; inhibition, % at 10 µM; Bead-based flow cytometry, Bim-Bfl-1 binding inhibition; Q16548; 190,000 compounds, 0.12% hits;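 note: 0% = wells without compound plus tracer and 100% = blocker peptide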
RGS8-Gao reg: human RGS8-Galphao interaction regulation; P09471; 220,000 compounds, 0.34% hits; response (percent of control binding), % at 10 µM; multiplexed bead flow cytometry, RGS8-Galphao binding; actives lie on both sides; in the data active = response below about 60% or above about 140%; inactive = in between;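 note: Galphao activated as the GDP aluminium fluoride complex binding bead-coupled RGS8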
The depositor's hits bear a star; ? = inconclusive; . = not tested or not shown; & = joins results of further samples. Cut-off read from the data, not from the text of the source, unless noted: active = inhibition above about 40%.

SMILES	RGS4-Gao reg	Bim-Bcl-B	Mcl1 Noxa PPI	Bcl-W Bim block	Bim-Bcl-2	RGS7-Gao reg	Mcl1-Bid inh	Bim-Mcl-1	Bim-Bcl-XL	Bfl-1 Bim block	RGS8-Gao reg
Cc1ccc(NC(=O)c2ccco2)c(NC(=O)Cc2cccs2)c1	100	-3	3	0	0	99	-5	-3	-3	-1	101
C=CCN1C(=O)C2C(C(=O)NC)C3C=CC2(O3)C1C(=O)NCc1ccc(OC)cc1 (centres undefined)	109	-7	-3	0	-7	104	-9	0	-1	-8	102
COc1cccc(N2CCN(C(=O)c3nc4nc(C)cc(C)n4n3)CC2)c1	96	-2	5	-1	-1	95	-27	0	0	-4	99
CN1C(=O)c2ccc(N3CCCC3)cc2C1=O	102	8	-7	-3	8	105	-6	1	0	13	102
COc1c(F)c(F)c(C(=O)Nc2cccc(Cl)c2N2CCOCC2)c(F)c1F	99	-4	-3	-1	-1	101	3	1	0	-1	100
N#C/C(=C\c1cccnc1)c1nc2c(s1)CCCC2	89	-1	-12	-3	2	91	3	0	-4	0	97
CCCn1c(NCc2ccccn2)nc2ccccc21	94	-2	26	-3	-5	99	-1	-2	-3	0	104
COc1cc(NC(=O)c2cccc(C)c2)c(OC)cc1NC(=O)CN1CCOCC1	102	-3	-11	-12	-2	107	-12	-22	-14	-5	100
COCCNC(=O)c1onc(CCl)c1C(=O)OC	102	-1	11	0	1	100	-33	1	-1	-2	100
Clc1cccc(Cl)c1CSc1nnc(CN2CCOCC2)n1-c1ccccc1	105	-4	2	3	-4	100	3	1	1	-10	104
O=C(COc1ccccc1)NN1C(=O)CSC1=S	101	-3	7	0	1	?	-98	-1	2	6	102
Cc1ccc(-c2nn(CC(=O)NN3CCOCC3)c(=O)c3ccccc23)cc1	101	.	9	.	.	?	2	.	.	.	99
CC(C)N(Cc1ccccc1)C(=O)COC(=O)/C=C/c1cnc2ccccc2n1	98	0	19	0	-2	?	-28	0	-1	-4	100
CCOC(=O)c1cnc2c(C#N)c(C)nn2c1-c1ccccc1	96	-6	-8	1	-9	98	-29	-1	-1	-10	97
O=C(NCc1ccco1)Nc1ccc([N+](=O)[O-])cc1	97&95	-2	-14&13	0	-4	?	-56&-40	-2	0	-4	102&96
CC(C)(C)OC(=O)N/N=C\c1cccnc1	98	-5	-5	-1	-3	95	-30	-5	-6	-6	99
COc1ccc(S(=O)(=O)N2CCC(C(=O)NCc3ccccn3)CC2)cc1C	104	-7	16	-2	-5	102	-25	2	-14	-9	103
Cc1onc(-c2ccccc2)c1-c1csc(COc2ccccc2)n1	93	.	6	.	.	?	-7	.	.	.	94
Cn1c(=O)[nH]c(=O)c2c1nc(CN1CCOCC1)n2Cc1ccccc1	103	-3	17	-2	-2	102	-3	-1	1	0	102
COc1ccc(N2CCN(C(=O)C3CCN(S(=O)(=O)c4ccccc4)CC3)CC2)cc1	99	-3	29	1	-3	103	-29	-2	-1	-4	102
O=C(Nc1ccc(Cl)cc1)C1CCCN(S(=O)(=O)c2cnc[nH]2)C1 (centres undefined)	101	0	2	0	-3	99	-27	2	-4	-5	101
Cc1nc(SCC(=O)NC(=O)NCc2ccccc2)nc(C)c1C	99	-6	15	3	-5	103	-38	3	-4	-6	99
C#CCOCCOCCOCCNc1nc(N2CCN(C(=O)[C@H]([C@@H](C)CC)n3cc([C@@H](N)CO)nn3)CC2)nc(N2CCN(C(=O)[C@H](Cc3cc4ccccc4[nH]3)n3cc([C@@H](N)Cc4ccc(O)cc4)nn3)CC2)n1	98	.	4	.	.	?	-78	.	.	.	101
CCC(=O)NC(NC(=S)Nc1c(C)n(C)n(-c2ccccc2)c1=O)C(Cl)(Cl)Cl (centres undefined)	98	-13	8	-3	-5	102	-15	-2	-6	-3	101

Look-ups from above.
In Bim-Bcl-2, `Cn1c(=O)[nH]c(=O)c2c1nc(CN1CCOCC1)n2Cc1ccccc1` reads -2
In Bim-Bcl-2, `Cc1nc(SCC(=O)NC(=O)NCc2ccccc2)nc(C)c1C` reads -5
In Bim-Bcl-2, `N#C/C(=C\c1cccnc1)c1nc2c(s1)CCCC2` reads 2

Following part:
SMILES	RGS4-Gao reg	Bim-Bcl-B	Mcl1 Noxa PPI	Bcl-W Bim block	Bim-Bcl-2	RGS7-Gao reg	Mcl1-Bid inh	Bim-Mcl-1	Bim-Bcl-XL	Bfl-1 Bim block	RGS8-Gao reg
CCOC(=O)/C(=C/c1ccc(OC(=O)c2ccccc2)cc1)C(C)=O	100	-4	24	-5	1	100	49	-9	-7	-14	90
COCCn1c(N)c(N(Cc2ccccc2)C(=O)c2cc3ccccc3o2)c(=O)[nH]c1=O	104	-4	12	-2	-6	?	-19	0	-2	-3	100
O=[N+]([O-])c1cccc(CSc2nnc3ccccn23)c1	103	-4	-2	2	-6	?	-16	0	-2	-4	101
COc1ccc(/C=C2/SC(=O)N(CC(O)Cn3c4ccccc4c4ccccc43)C2=O)cc1 (centres undefined)	100	-4	-26	-4	-1	99	-4	-2	-5	3	102
COC(=O)c1ccc(C23CC4(C2)[C@H](CN(Cc2cccnc2)[C@@H]4c2ccccc2)C3c2ccc(C(F)(F)F)cc2)cc1 (some centres undefined)	98	.	1	.	.	?	-9	.	.	.	100
COc1ccnc(Oc2ccc(F)cc2)c1C(=O)N/C=N/OCc1ccccc1	103	-2	11	-1	-3	98	4	-2	1	-3	101
O=C(O)c1ccc(CNCc2ccccc2F)cc1	99	0	32	0	-3	99	5	0	0	-6	103
Cc1cccc(N(CC(=O)NC(C)(C)C)C(=O)CS(=O)CC(=O)Nc2ccc(F)cc2)c1 (centres undefined)	105	-6	7	-3	-1	103	-10	-3	-2	-6	103
O=C(CNCCCO)Nc1cc(C(F)(F)F)cc(NC(=O)CNCCCO)c1Cl	102	-3	-15	-3	0	100	-6	-2	0	-1	102
O=c1c2ccccc2nc(SCc2cn3ccsc3n2)n1-c1ccccc1	100	-6	3	0	0	100	-18	0	0	0	100
C=CCCc1ccc(C#N)c(SCc2c(C(=O)OCC)c3cc(OC(C)=O)c(Br)cc3n2C)n1	99	1	-38	0	3	97	-27	-3	0	3	102
Cc1ccc2nc(NC(=O)CN(C)S(=O)(=O)c3cccc4nsnc34)sc2c1	124	-3	7	-2	-8	120	4	-4	-1	-7	110

Brought forward from above: two compounds, followed by the next part.
SMILES	RGS4-Gao reg	Bim-Bcl-B	Mcl1 Noxa PPI	Bcl-W Bim block	Bim-Bcl-2	RGS7-Gao reg	Mcl1-Bid inh	Bim-Mcl-1	Bim-Bcl-XL	Bfl-1 Bim block	RGS8-Gao reg
C=CCCc1ccc(C#N)c(SCc2c(C(=O)OCC)c3cc(OC(C)=O)c(Br)cc3n2C)n1	99	1	-38	0	3	97	-27	-3	0	3	102
Cc1ccc2nc(NC(=O)CN(C)S(=O)(=O)c3cccc4nsnc34)sc2c1	124	-3	7	-2	-8	120	4	-4	-1	-7	110
COc1ccc(C)cc1S(=O)(=O)N(CC(=O)O)c1ccccc1	101	-9	12	0	-11	96	14	0	-4	-16	99
O=[N+]([O-])c1ccc(CSc2ncnc3ccccc23)cc1	99	-2	19	1	-3	?	4	-3	0	-4	102
CCCCN(CC)S(=O)(=O)c1ccc(C(=O)Nc2nnc(-c3cccs3)o2)cc1	100	1	-79	-3	0	97	-28	-2	-3	-2	103
FC(F)(F)c1cnc(COc2cc(Cl)cc(Cl)c2)c(Cl)c1	102	.	-2	.	.	?	-9	.	.	.	100
COc1ccc(C(=O)N/N=C/c2ccc(OC)c(CN3CCN(c4ccc(F)cc4)CC3)c2)cc1	98	0	-1	-1	0	101	-3	0	-1	0	102
O=C1C=C(NCc2ccco2)CCC1	100	-1	0	-2	-2	101	-42	-1	-3	-3	103
Cc1ccc(C)c2c1cc(C)c1nnc(SCC(=O)N3CCCc4ccccc43)n12	100	-18	1	-10	-11	100	13	-6	-10	-19	100
Cc1cc(C(=O)N2CCN(C(c3ccccc3)c3ccccc3)CC2)on1	103	0	-4	1	-5	99	20	-2	-1	-4	99
CC1(C)Cc2c(sc3nc(NCCN4CCOCC4)n4ncnc4c23)CO1	100	-4	28	0	-6	101	-7	0	1	-13	103
Nc1nc(C23CC4CCC(CC(C4)C2)C3)cs1	102	-1	30	0	0	102	9	-1	0	0	102
O=C(CNC(=O)c1cccs1)NCCN1CCC(Cc2ccccc2)CC1	101	-10	1	-6	-6	88	-1	-3	-6	-7	102
O=C(Nc1ccc(Cc2ccncc2)cc1)c1ccc(N2CCOCC2)c([N+](=O)[O-])c1	100	0	9	3	2	101	-14	0	-1	-4	97
CC(=O)c1c(N2CCOCC2)nc(=S)n(-c2ccccc2)c1C	98	-10	5	0	-9	97	-10	-3	-9	-15	98
Cc1ccc(NC(=O)Cc2sc(C)nc2-c2ccc(C)cc2)cc1	98	-6	-4	-4	-10	94	-2	-2	-10	-15	96
CC(Sc1nnc2ccccn12)C(=O)Nc1ncc(Cl)cc1Cl (centres undefined)	98	-11	-6	-1	-11	96	-9	-4	-8	-17	104
CCCn1c(SCC(=O)Nc2ccc(C)c(S(=O)(=O)N3CCOCC3)c2)n[nH]c1=O	99	-4	9	-1	-5	98	-31	-1	-5	-6	98
CCOC(=O)c1nn(-c2ccc(Cl)cc2)c2nc(-c3ccc(C)cc3)c(C#N)c(=O)n12	100	-2	-9	-2	0	103	15	-1	-1	-3	100
CC(C)(C)NS(=O)(=O)c1ccc(NS(=O)(=O)Cc2ccccc2)cc1	102	-4	1	4	-5	101	-4	3	2	-13	101
CCN(CC)c1c(-c2ccccc2)c2cc(C)ccc2[nH]c1=O	100	0	-93	1	1	94	-17	1	4	3	94
CC(=O)N1CC2(C)CN(C(C)=O)CC(C)(C1)C2O (centres undefined)	96	-2	9	-1	-2	98	-13	-5	-2	-2	91
COCCN(C(=O)CCc1nnc(CCc2c[nH]c3ccccc23)o1)C(C)C	96	-1	12	-5	-2	96	-51	0	-1	-8	100
CCOc1cc(/C=C(\CC(=O)O)c2nc3ccccc3s2)ccc1OC	101	-3	13	0	-1	99	-1	0	-1	-2	101
CC(C)n1c(/C=C/c2ccccc2)nc2ccccc21	103	-10	-5	-5	-7	101	11	-5	-9	-9	103
Cc1cccc(OCC(=O)NCC(=O)N/N=C/c2cccs2)c1	101	-6	-4	-3	0	103	-12	-3	-5	0	101
C=CCNC(=O)/C=C/c1ccc(C(C)C)cc1	95	-9	1	-6	-8	101	-17	-2	-10	-16	104
CCN(CC)S(=O)(=O)c1ccc(Cl)c(C(=O)Nc2nnc(C)s2)c1	93	0	22	2	.	99	-3	-4	0	1	81
O=C1c2ccccc2C(=O)c2c(NCCCN(CCO)CCO)cccc21	99	-4	7	1	-1	101	-35	-3	-2	-5	101
COc1ccc(NC(=O)c2cccnc2SC)cc1S(=O)(=O)N1CCCCC1	103	-7	-4	-1	-8	102	-26	0	-3	-6	99
C[N+](C)(C)CCCNC(=O)c1ccc(/C=N/O)nc1	101	-1	26	2	1	101	-2	0	-1	-3	100
C=CCc1ccc(OCC(O)CN2CCCCC2)c(OC)c1 (centres undefined)	104	-5	6	0	-7	102	-25	1	1	-9	103
O=C(COC(=O)c1cccc(O)c1)Nc1ccc(OC(F)F)cc1	100	-3	2	-4	-2	102	-35	0	-2	-3	100
